# PTAP TSG101 blk: qHTS Assay for Iinhibitors of HIV-1 Budding by Blocking the Interaction of PTAP/TSG101; Potency, µM (series often up to 115 µM), for inactives: top-dose activity change, negative = inhibition, most hits filed as inhibitors; 340,000 tested, under 10 active; Tumor susceptibility gene 101 protein (Homo sapiens), Q99816; Fluorescence polarization, FITC-PTAP peptide / Tsg101 binding; active = well fitted inhibition curve with a large enough effect in the main read-out, with a control signal flat, not every such curve was filed as active; inconclusive = small, poorly fitted or top-dose-only effect, or effect the other way, or a change in a side signal; inactive = no such curve, though single readings can be large or run the other way; also: potency is read from the fitted curve at half-maximal effect; % of control where 0% means no effect
# Target sequence (Q99816 whole entry, looked up): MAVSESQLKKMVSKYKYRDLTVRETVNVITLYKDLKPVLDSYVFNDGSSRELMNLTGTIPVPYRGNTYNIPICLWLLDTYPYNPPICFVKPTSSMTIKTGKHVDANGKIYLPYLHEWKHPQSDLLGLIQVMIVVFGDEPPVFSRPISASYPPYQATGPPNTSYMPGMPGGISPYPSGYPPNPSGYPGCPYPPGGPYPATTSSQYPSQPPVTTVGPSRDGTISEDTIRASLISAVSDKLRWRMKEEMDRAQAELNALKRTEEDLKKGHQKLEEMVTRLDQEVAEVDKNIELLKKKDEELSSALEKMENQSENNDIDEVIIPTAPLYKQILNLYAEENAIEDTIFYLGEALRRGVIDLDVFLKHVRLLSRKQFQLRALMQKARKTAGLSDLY
#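 FP read-out: FITC-PTAP peptide, 50 nM final, binding Tsg101 binding domain, 10 uM final; 20 min, r.t.; 10 mM HEPES pH 7.5, 0.15 M NaCl, 0.01% Tween 20, 3 mM EDTA, 0.1 mM TCEP.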
# TSHR antagonist: Antagonists of the Thyroid Stimulating Hormone Receptor: HTS campaign; Thyrotropin receptor (Homo sapiens), P16473; TSHR-expressing cells, TSH-stimulated cAMP HTRF, 2 h; hits give low values; activity change, negative = inhibition, % at 11.5 µM; 330,000 tested, 0.2% active; AID 504810, 2011;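 active = activity change below a set negative limit, meaning inhibition stronger than a set level, cut at about -70% in these data; inconclusive = activity change between two set negative limits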; also: % is scaled to controls: 0 for no effect and ±100 for the full control effect
#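 Competitive HTRF cAMP read-out (cryptate anti-cAMP antibody, cAMP-d2; 30 min, room temperature) in freshly harvested TSHR cells. Compounds added before TSH at EC80 (4nM final), followed by 2 hours' incubation at 37 deg C.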
# BCR signal inh: qHTS Assay to Find Inhibitors of Chronic Active B-Cell Receptor Signaling | Potency, µM (top dose mostly 46.1 µM), for inactives: top-dose ratio change, negative = lower green/red ratio, most hits filed as inhibitors | ABC-DLBCL IkBa-CBG/CBR reporter, luminescence ratio, 4 h | AID 493014, 2011 | 340,000 tested, 0.05% active; active = well fitted inhibition curve with a large enough effect in the signal ratio, with a control signal flat, not every such curve was filed as active; inconclusive = small, poorly fitted or top-dose-only effect, or effect the other way, or a change in a side signal; the % refers to the signal ratio;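 also: potency is read from the fitted curve at half-maximal effect; plate controls were basal doxycycline-induced cells for no effect and cells given 10 µM MG132 for full effect; MG132 reads +100%, hits lower the ratio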
#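 Cell line TMD8 (human ABC DLBCL), stably expressing tet-inducible CBG68-IkBa fusion and CBR; IMDM/0.5% FBS; cpd up to 46 uM; dox induction, 4 h, 37C/5% CO2; dual luminescence; green/red ratio; MG132 control.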
# A-T KAP1 phos: qHTS Assay for Identifying a Potential Treatment of Ataxia-Telangiectasia. Potency, µM (top dose mostly 57.5 µM), without a hit: top-dose activation, most hits filed as activators. AID 485349, 2010. 320,000 tested, 0.19% active. […] A-T fibroblasts, KAP-1 phosphorylation AlphaLISA; neocarzinostatin DNA damage 30 min before lysis; also: potency is read from the fitted curve at half-maximal effect; % of control where 0% means no effect; nearly all actives have a fitted effect of over 45% in size
#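 hTERT-immortalized A-T patient fibroblasts ([…]), 500 cells/well in OPTI-MEM, 1% FBS, got compounds for 60 min, then NCS for 30 min at 37C. Lysates were then assayed for phospho-KAP-1 by AlphaLISA (anti-pKAP1 donor, anti-KAP1 acceptor beads), 6 hr at 25C.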
# ASM inhibitor: Inhibitors of Secretory Acid Sphingomyelinase (S-ASM): qHTS | Sphingomyelin phosphodiesterase (Homo sapiens), P17405 | AID 504937, 2011 | Potency, µM (top dose mostly 57.5 µM), inactives show at the highest dose activity change, negative = inhibition, most hits filed as inhibitors | 340,000 tested, 0.006% active | placental ASM, HMU-PC fluorogenic substrate, 60 min; also: potency is read from the fitted curve at half-maximal effect
#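 Fluorogenic HMU-PC substrate (9 uM final) is turned over by placental ASM in 60 min at 37 C after a 10 min compound preincubation. Reaction ended by alkaline stop (pH 10), with fluorescence read at 386/447 nm.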
# Eya2 inh: qHTS Assay for Inhibitors of the Phosphatase Activity of Eya2; 330,000 tested, 0.006% active; recombinant Eya2, OMFP fluorescence dephosphorylation (OMFP is methylfluorescein phosphate); Potency, µM (series often up to 76.9 µM), inactives show at the top dose activity, negative = inhibition, most hits filed as inhibitors; Protein phosphatase EYA2 (Homo sapiens), O00167; also: potency is read from the fitted curve at half-maximal effect; % is scaled to controls: 0 for no effect and ±100 for the full control effect
# Target sequence (O00167 whole entry, looked up): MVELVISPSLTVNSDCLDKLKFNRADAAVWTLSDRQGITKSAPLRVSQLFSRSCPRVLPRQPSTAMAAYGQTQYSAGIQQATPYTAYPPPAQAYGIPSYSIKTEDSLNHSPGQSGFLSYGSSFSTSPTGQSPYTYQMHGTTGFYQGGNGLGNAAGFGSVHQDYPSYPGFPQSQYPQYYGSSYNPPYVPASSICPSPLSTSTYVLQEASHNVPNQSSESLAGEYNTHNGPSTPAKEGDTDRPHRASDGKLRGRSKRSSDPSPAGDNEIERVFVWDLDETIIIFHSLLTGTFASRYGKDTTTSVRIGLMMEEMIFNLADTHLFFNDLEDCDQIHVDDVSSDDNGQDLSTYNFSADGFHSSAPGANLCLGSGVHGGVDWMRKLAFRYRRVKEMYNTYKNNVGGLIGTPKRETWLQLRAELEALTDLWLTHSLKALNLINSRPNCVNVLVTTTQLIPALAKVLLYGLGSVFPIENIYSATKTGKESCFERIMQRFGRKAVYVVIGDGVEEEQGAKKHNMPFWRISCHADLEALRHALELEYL
#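 Eya2 (0.2 uM) preincubated 10 min at ambient with compound, then OMFP substrate added at 50 uM; 10 min reaction in 50 mM HEPES pH 7.5, 50 mM NaCl, 5 uM MgCl2, 0.05% BSA, 1 mM DTT. Fluorescence read at Ex 485/Em 525 nm.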
# ELG1 DNA repair: qHTS screen for small molecules that inhibit ELG1-dependent DNA repair in human embryonic kidney (HEK293T) cells expressing luciferase-tagged ELG1 | AID 504467, 2011 | 330,000 tested, 2.3% active | Potency, µM (doses to about 46.1 µM), for the others: at the top dose activity change, negative = inhibition, actives largely listed as inhibitors | HEK293T ELG1-luciferase reporter, luminescence, 16 h; DNA damage induced by 5-fluorouridine; also: potency is read from the fitted curve at half-maximal effect; % is scaled to controls: 0 for no effect and ±100 for the full control effect; nearly all actives have a fitted effect of over 55% in size
#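 Reporter activity after DNA damage by 5-fluorouridine is monitored. Compound-treated cells incubate 16 hr at 37 °C, then ONE-Glo is added for 30 min before luminescence reading.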
# a7 integrin act: qHTS for Activators of Integrin-Mediated Alleviation for Muscular Dystrophy | 350,000 tested, 0.064% active | alpha7betagal myoblasts, beta-gal FDG fluorescence, 48 h | Potency, µM (top dose mostly 38.3 µM), for inactives: top-dose activation, hits mostly activators;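 also: potency is read from the fitted curve at half-maximal effect; 100% = response of the positive control SU9516; nearly all actives have a fitted effect of over 60% in size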
#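 Alpha7betagal+/- myoblasts (passage 13) were plated 16-24 hr, then exposed to compounds (1:260 dilution of DMSO stock) for 48 hours at 37C. After MPER lysis, β-galactosidase reporter activity was read as FDG fluorescence (ex 480/em 540) after 30 minutes.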
# Mito fusion act: qHTS Assay for Small Molecule Inhibitors of Mitochondrial Division or Activators of Mitochondrial Fusion | S. cerevisiae fusion-defective mutant growth rescue, CellTiterGlo 48 h | Potency, µM (doses to about 46.1 µM), for inactives: at the top dose growth rescue (activation), most hits filed as activators | 320,000 tested, 0.23% active;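 also: potency is read from the fitted curve at half-maximal effect; % of control where 0% means no effect; nearly all actives have a fitted effect of over 45% in size; temperature-sensitive fusion mutants such as fzo1-1 at 37 °C on non-fermentable ethanol glycerol medium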
#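 Yeast fusion mutant, YPEG (non-fermentable carbon), compound, 48 h at 37C non-permissive; CellTiterGlo added, 10 min RT, luminescence read. Rescued growth = division inhibition.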
# TCR activator: Activators of T cell receptors: qHTS campaign; AID 504894, 2011; primary human leukocytes, anti-CD3, IL-2 HTRF, 48 h; 330,000 tested, under 10 active; Potency, µM (highest dose often 9.22 µM), without a hit: at the top dose activation of IL-2 secretion, most hits filed as activators; also: % of control where 0% means no effect
#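 IL-2 release read by HTRF sandwich (Eu cryptate donor, d2 acceptor, 665 nm emission) after 48 hr exposure of primary human leukocytes to compound together with anti-CD3 beads in the absence of co-stimulatory signals.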
# Tb PFK block: qHTS Assay to Find Inhibitors of T. brucei phosphofructokinase. 330,000 tested, 0.17% active. T. brucei PFK, ADP-Glo luminescence. Potency, µM (titrated, usually from 57.5 µM), for the others: top-dose activity, negative = inhibition, most hits filed as inhibitors. AID 485367, 2010. ATP-dependent 6-phosphofructokinase (Trypanosoma brucei brucei), O15648;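 also: potency is read from the fitted curve at half-maximal effect; 0% = uninhibited 1x PFK enzyme wells and -100% = no-enzyme wells; nearly all actives have a fitted effect of over 60% in size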
#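 Activity is normalized to no-enzyme wells (full inhibition) and 1.25 nM enzyme wells (no inhibition). Reaction: 0.5 mM F6P, 0.1 mM ATP, 45 min RT, ADP-Glo luminescence; concentration-response curves fitted and classed by quality.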
# * marks the source's active call; other numbers are inactive results; ? = inconclusive; nt = not tested or not shown; [ ] = dose if it differs, or a comment. Unless noted, calls follow the shape of the dose curve; as a rule, active = well fitted curve in the direction sought with a large enough effect; inconclusive = small, poorly fitted or top-dose-only effect, or another doubt; inactive = no such curve, though single readings can be large; an effect the other way counts as inactive or inconclusive.
canonical_smiles,ASM inhibitor,Tb PFK block,a7 integrin act,Mito fusion act,TSHR antagonist,ELG1 DNA repair,BCR signal inh,Eya2 inh,TCR activator,PTAP TSG101 blk,A-T KAP1 phos
COc1ccc(CCNC(=O)CCS(=O)(=O)c2ccc3c(c2)NC(=O)C(C)S3)cc1OC (stereo not drawn),1%,-19%,-33%,15%,-15,-3%,0%,7%,0%,-4%,4%
CCCC1=C(C(=O)OCC)C(c2ccc(O)cc2)n2ncnc2N1 (stereo not drawn),213%[activator],-5%,-20%,5%,-1,-1%,3%,14%,-1%,-5%,2%
COc1ccc(Cn2c(C)nc([N+](=O)[O-])c2SCC(=O)O)cc1[N+](=O)[O-],0%,-1%,-12%,1%,-32,-17%,?,8%,2%,-4%,20%
Cn1c(=O)c2ncn(CC(=O)Nc3ccc4c5c(cccc35)CC4)c2n(C)c1=O,5%,1%,0%,1%,-8,-6%,?,-4%,-1%,1%,-3%
O=c1[nH]c2cc3c(cc2cc1CN(Cc1nnnn1C1CCCC1)C1CCCC1)OCCO3,27%,-5%,-26%[7.66 µM],4%,3,13µM*,-17%,1%,nt,3%,nt
O=C(CNS(=O)(=O)c1cccc(Cl)c1)OCc1csc(-c2ccccc2)n1,4%,-1%,3%,5%,2,?,0%,-19%,2%[46.1 µM],-1%,-10%
O=C(c1cc(=O)[nH]c2ccccc12)N1CCN(c2ccc([N+](=O)[O-])cc2)CC1,-9%,3%,-21%,3%,19,?,2%,22%,0%,0%,4%
O=C(COC(=O)c1ccccc1Br)Nc1ccccc1F,5%,-12%,31%,-5%,2,18%,?,15%,15%,0%,0%
COc1ccc(NC(=O)COC(=O)Cc2coc3cc(OC)ccc23)c(OC)c1,-8%,0%,-10%,nt,20,8%,1%,-1%,3%[46.1 µM],1%,4%
C(=N\Nc1ncnc2sc3c(c12)CCC3)/c1ccncc1,-3%,7%,-17%,0%,21,-9%,?,-21%,-4%,-1%,-2%
Cc1ccc(S(=O)(=O)Oc2ccc(/C=N/NC(=O)c3nn(C)cc3Cl)cc2)cc1,-4%,5%,-6%,8%,-14,?,?,-16%,-6%[46.1 µM],-3%,0%
COc1cc2nc(C3CCC3)n(NC(=O)C3CCCC(OC)C3)c(=O)c2cc1OC (stereo not drawn),-2%,24%,22%,0%,5,-2%,4%,8%,-12%,-5%,4%
COc1ccc(CCNC(=O)CS(=O)Cc2nc(-c3ccccc3Cl)oc2C)cc1OC (stereo not drawn),2%,3%,0%,-1%,2,0%,1%,3%,6%,-1%,3%
CCCC12CN(C(=O)c3ccc(OC)cc3)CC(C)(CN(C(=O)c3ccc(OC)cc3)C1)C2=O,0%,-6%,14%,-11%,-3,?,-2%,-1%,-1%,-8%,5%
Cc1cc(C)cc(C(=O)N/N=C/c2ccoc2)c1,2%,-2%,?,4%,-3,-6%,-1%,6%,1%,-3%,13%
COc1ccccc1C(=O)Nc1cccc(N(C)S(C)(=O)=O)c1,2%,0%,-3%,3%,14,-5%,?,-4%,-1%[46.1 µM],-4%,0%
O=c1nc(N2CCCCC2)nc(Nc2ccccc2)[nH]1,0%,0%,-11%,2%,-9,-18%,21%,-11%,2%,-12%,-4%
Cc1cc(C(=O)Nc2cccc3ccccc23)co1,3%,-4%,1%,-5%,-47,5%,?,5%,7%,1%,-6%
COc1cccc(C2=CC(c3ccccc3)n3ncnc3N2)c1 (stereo not drawn),nt,1%,nt,-14%,-1,4%,?,-6%,nt,nt,17%
Cc1ccc(-n2ncc3c(=O)n(-c4ccc(C)c(C)c4)c(C)nc32)cc1,-7%,-5%,24%,14%,1,-8%,?,10%,2%,-4%,1%
COc1cccc(CNC(=O)c2cc(S(=O)(=O)N3CCOCC3)ccc2N2CCCC2)c1,8%,-3%,-24%,-7%,-8,-2%,-3%,6%,nt,0%,4%
N#CC1=C(N)SC(N)=C(C#N)C1c1c(Cl)cccc1Cl,5%,-5%,-46%[inhibitor],5%,9,?,?,21%,-6%,-1%,-5%
S=C(Nc1ccccc1)N1CCN(c2ccccn2)CC1,0%,-7%,22%,-4%,-3,-15%,6%,0%,1%,-1%,-3%
COc1ccc(NC(=O)c2cc(-c3ccc(C)cc3O)n[nH]2)c(OC)c1,-3%,2%,6%,-8%,-5,-2%,?,5%,7%,2%,-2%
COCCCNC(=O)CN(CCc1ccccc1)S(=O)(=O)c1ccccc1,2%,1%,0%,-2%,2,-10%,-2%,-3%,13%,-5%,-1%
COCCNC(=O)/C(C#N)=C\c1ccc(CNC(=O)C(=O)Nc2ccc(C)c(C)c2)o1,-1%,0%,-20%,1%,-5,?,?,-4%,4%,-7%,0%
COc1ccc(OC)c(S(=O)(=O)N2CCC(C(=O)NCc3ccccc3OC)CC2)c1,-1%,7%,-12%,11%,37,?,?,-15%,-1%,-2%,21%
Cc1cc(C)c(NC(=O)c2cnn(C)c2)c(C)c1,2%,-1%,-3%,3%,-2,11%,-1%,9%,-3%[46.1 µM],-1%,1%
COc1ccc(C(O)(C2CCCCC2)C(CN2CCCC2)c2ccccc2)cc1 (stereo not drawn),-4%,-1%,0%,-31%,0,-6%,2%,12%,-6%,0%,-17%
Cc1c(C)c2ccc(OCC(=O)N3CCOCC3)c(C)c2oc1=O,4%,-2%,20%,22%,2,-14%,?,1%,-3%,0%,-3%
CC1CCC(NS(=O)(=O)c2cccc3nsnc23)CC1 (stereo not drawn),1%,4%,20%,10%,7,0%,-1%,-8%,2%,-7%,5%
Cc1nc2c(C#N)cnn2c2c1CCN2CC1CCCO1 (stereo not drawn),3%,0%,12%,-1%,4,14%,0%,1%,-4%,-7%,1%
CC(C)c1ccc(CN2CCSCC2)cc1,0%,-2%,-14%,9%,46,-2%,-9%,?,nt,-2%,9%
COc1ccc(Cl)cc1NC(=O)CCn1cnc2ccccc2c1=O,-2%,-12%,-1%,1%,-1,?,4%,4%,1%,-3%,12%
Fc1ccc(-c2n[nH]c(=S)n2-c2ccc3c(c2)OCCO3)cc1,3%,-6%,-10%,-1%,1,12%,2%,12%,-1%,-1%,0%
c1ccc(-c2onc3cc4c(cc23)OCCO4)cc1,0%,-1%,-5%,1%,-4,?,-14%,10%,-1%,-2%,3%
COc1ccc(CCNC(=O)C2CC(c3ccc([N+](=O)[O-])cc3)=NO2)cc1 (stereo not drawn),-6%,-1%,2%,-6%,-9,?,?,-2%,0%,1%,3%
O=C(NCc1cccnc1)c1noc2c1CCCCC2,-2%,-1%,13%,-5%,-14,?,5%,12%,7%,-9%,-1%
Cc1ccc(C)c(N2CCN(C(=O)CC3Sc4ccccc4NC3=O)CC2)c1 (stereo not drawn),-16%,-3%,-17%,14%,-9,-11%,-27%,2%,2%,-1%,-4%

# From PubChem BioAssay

# Compounds were not picked by outcome, and some 3.2% of all compounds hit somewhere here.
